# High-throughput results: PubChem, National Center for Advancing Translational Sciences (NCATS)
# ALDH1A1 block = qHTS Assay for Inhibitors of Aldehyde Dehydrogenase 1 (ALDH1A1) | Aldehyde dehydrogenase 1A1 (Homo sapiens), P00352 | Purified ALDH1A1, NADH fluorescence, propionaldehyde substrate | Potency, µM (series often up to 75.3 µM), for the others: at the top dose activity, negative = inhibition, hits mostly inhibitors | actives 7.3% (n = 220,000) | AID 1030, 2008; active = well fitted inhibition curve with a large enough effect, not every such curve was filed as active; inconclusive = small, poorly fitted or top-dose-only effect, or another doubt; inactive = no such curve, though single readings can be large or run the other way;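 note: plate controls were no enzyme wells and a reference inhibitor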
# Target sequence (P00352 whole entry, looked up): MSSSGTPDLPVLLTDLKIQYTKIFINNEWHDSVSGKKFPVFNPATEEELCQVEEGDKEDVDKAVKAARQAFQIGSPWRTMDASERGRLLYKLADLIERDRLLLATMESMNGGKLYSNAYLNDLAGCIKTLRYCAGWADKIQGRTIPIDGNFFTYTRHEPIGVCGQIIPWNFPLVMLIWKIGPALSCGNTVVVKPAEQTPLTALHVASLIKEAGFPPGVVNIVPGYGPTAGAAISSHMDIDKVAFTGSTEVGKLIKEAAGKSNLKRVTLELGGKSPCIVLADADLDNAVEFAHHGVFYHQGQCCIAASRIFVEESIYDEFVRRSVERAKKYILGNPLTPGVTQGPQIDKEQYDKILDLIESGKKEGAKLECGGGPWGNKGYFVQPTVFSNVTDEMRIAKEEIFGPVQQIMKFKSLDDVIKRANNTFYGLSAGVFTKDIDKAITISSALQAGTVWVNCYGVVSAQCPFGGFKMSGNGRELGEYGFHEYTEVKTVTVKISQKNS
# TRb SRC2 PPI = qHTS for Inhibitors of the Interaction of Thyroid Hormone Receptor and Steroid Receptor Coregulator 2 | Potency, µM (titrated, usually from 106 µM), without a hit: at the top dose activity change, negative = inhibition, usual class: inhibitors | actives 0.065% (n = 280,000) | TRbeta-SRC2 peptide binding, fluorescence polarization; receptor liganded with 1 µM T3 | AID 1469, 2008;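 note: plate controls were bound peptide for no effect and peptide without receptor for full effect; nearly all actives have a fitted effect of over 50% in size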
#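 Fluorescence polarization of 20 nM Texas Red SRC2 peptide (20-aa NR interaction domain) bound to 0.6 uM human TRb ligand-binding domain, with 1 uM T3, after 5 hr at ambient temperature; inhibition seen as decreased polarization.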
# TR SRC2 fluor cs = Total Fluorescence Counterscreen for Inhibitors of the Interaction of Thyroid Hormone Receptor and Steroid Receptor Coregulator 2. TRb/SRC2 Texas Red total fluorescence interference. Potency, µM (doses to about 106 µM), for inactives: top-dose fluorescence change, negative = quenching. actives 0.29% (n = 280,000); active = well fitted curve in either direction with a large enough effect; inconclusive = small, poorly fitted or top-dose-only effect
#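 Human TRb ligand-binding domain at 0.6 uM with 20 nM Texas Red SRC2 peptide in Tris buffer containing 1 uM T3 and 5% DMSO, incubated with compound 5 h at ambient temperature. Total fluorescence (555/632 nm) calculated as parallel + 2 × perpendicular.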
# Tau fluor counter = Counterscreen qHTS for Inhibitors of Tau Fibril Formation, Fluorescence Polarization; tau K18 P301L Alexa594 fluorescence, heparin fibrillization; Potency, µM (top dose mostly 57.7 µM), for inactives: at the highest dose activity change, negative = decrease; actives 0.93% (n = 280,000); AID 1463, 2008; note: nearly all actives have a fitted effect of over 55% in size
#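 Human K18 P301L tau (15 uM unlabeled plus 0.24 uM Alexa 594-labeled, final) in 100 mM sodium acetate pH 7 was mixed with compound and 20 uM heparin and incubated 6 hr at 37 C.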
# Tau ThT inhib = qHTS for Inhibitors of Tau Fibril Formation, Thioflavin T Binding; Microtubule-associated protein tau (Homo sapiens), P10636; recombinant tau K18 P301L (four-repeat tau fragment), heparin-induced fibrillization, ThT fluorescence; Potency, µM (highest dose often 57.4 µM), inactives show top-dose activity, negative = inhibition, most hits filed as inhibitors; actives 2.1% (n = 270,000); AID 1460, 2008; note: nearly all actives have a fitted effect of over 55% in size
# Target sequence (P10636 561-689 P618L limits assumed): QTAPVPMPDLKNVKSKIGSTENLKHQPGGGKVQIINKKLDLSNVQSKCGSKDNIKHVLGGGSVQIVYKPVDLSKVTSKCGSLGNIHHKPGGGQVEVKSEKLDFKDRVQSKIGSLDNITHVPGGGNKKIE
#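 Recombinant human tau K18 fragment […] carrying P301L, 15 uM unlabeled plus 0.24 uM Alexa 594-labeled, was fibrillized with 20 uM heparin in 100 mM sodium acetate pH 7 for 6 hr at 37 C; 30 uM ThT fluorescence read after 1 hr.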
# Tau FP inhib = qHTS for Inhibitors of Tau Fibril Formation, Fluorescence Polarization. Potency, µM (top dose mostly 57.7 µM), without a hit: at the highest dose activity, negative = inhibition, most hits filed as inhibitors. Microtubule-associated protein tau (Homo sapiens), P10636. K18 P301L tau heparin fibrillization, Alexa594 FP, 6 h. AID 1468, 2008. actives 0.39% (n = 280,000); note: nearly all actives have a fitted effect of over 55% in size
#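 Quantitative HTS format: compounds meet 15 uM recombinant K18 P301L tau and Alexa 594-tau tracer in 100 mM sodium acetate pH 7; 20 uM heparin triggers fibrillization at 37 C over 6 hr; FP gives the signal.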
# L3MBTL1 inh = qHTS Assay for the Inhibitors of L3MBTL1 | Potency, µM (highest dose often 57.1 µM), for the others: at the highest dose activity, negative = inhibition, most hits filed as inhibitors | AlphaScreen L3MBTL1–H3K9me1 peptide binding | Lethal(3)malignant brain tumor-like protein 1 (Homo sapiens), Q9Y468 | actives 0.66% (n = 230,000); note: nearly all actives have a fitted effect of over 60% in size
#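 L3MBTL1 (50 nM) pre-complexed 30 min with biotinylated H3(1-15)K9me1 peptide (75 nM), then compounds added for 30 min at room temperature; AlphaScreen streptavidin donor/nickel chelate acceptor beads (10 ug/mL final) read after 30 min dark incubation.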
# aGal spleen mod = qHTS Assay for Inhibitors and Activators of Human alpha-Galactosidase From Spleen Homogenate; AID 2107, 2009; actives 0.008% (n = 240,000); Alpha-galactosidase A (Homo sapiens), P06280; human spleen homogenate, 4MU-alpha-Gal fluorescence, 40 min; Potency, µM (highest dose often 80 µM), for inactives: top-dose activity change, negative = inhibition, most hits filed as inhibitors;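 note: 0% = enzyme with vehicle and -100% = no enzyme basal signal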
# Target sequence (P06280 32-429 limits assumed): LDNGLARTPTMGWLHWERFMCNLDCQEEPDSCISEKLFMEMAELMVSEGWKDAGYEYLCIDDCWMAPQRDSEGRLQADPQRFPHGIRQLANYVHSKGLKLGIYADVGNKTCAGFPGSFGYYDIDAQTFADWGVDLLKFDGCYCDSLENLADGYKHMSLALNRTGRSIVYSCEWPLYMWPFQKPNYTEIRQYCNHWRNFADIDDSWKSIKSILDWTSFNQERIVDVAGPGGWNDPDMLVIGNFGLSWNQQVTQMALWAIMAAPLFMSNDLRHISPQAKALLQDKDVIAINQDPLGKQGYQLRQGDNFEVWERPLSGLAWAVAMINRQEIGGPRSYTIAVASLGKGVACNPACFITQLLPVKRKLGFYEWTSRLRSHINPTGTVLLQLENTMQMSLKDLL
#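 Human spleen homogenate (1 ug) was the enzyme source, with 4-methylumbelliferyl-alpha-D-galactopyranoside (1 mM final) in pH 5.0 citrate buffer with 0.01% Tween-20. Compounds were titrated; after 40 min at 37C, NaOH/glycine stop, 4-MU fluorescence read; AC50 from Hill fits.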
# Starred values were filed as active, the others as inactive; ? = inconclusive; · = not tested or not shown; & = joins results of further samples; [ ] = another dose, or the depositor's remark. Unless noted, calls come from the whole dose curve; as a rule, active = well fitted curve in the direction sought with a large enough effect; inconclusive = small, poorly fitted or top-dose-only effect, or another doubt; inactive = no such curve, though single readings can be large; an effect the other way counts as inactive or inconclusive. Unless noted, % is set by controls: 0 for no effect and ±100 for the full control effect; potency is the fitted concentration of half-maximal effect.
# Order of values: ALDH1A1 block, TRb SRC2 PPI, TR SRC2 fluor cs, Tau fluor counter, Tau ThT inhib, Tau FP inhib, L3MBTL1 inh, aGal spleen mod
> Cc1ccc2nc(NCc3ccccc3)c(C=O)c(=O)n2c1
    ?, -7%, -2%, 2%, 1%, 1%, 1%, 1%
> Cc1ccccc1-c1cc2c(nn1)-c1ccccc1C2=O
    25µM*, -14%, -4%, ?, ?, 2%, ·, -6%
> CCOC(=O)N1CCN(c2nc(-c3cccs3)cc(C(F)(F)F)n2)CC1
    ?, 1%, 1%, -15%, -21%, -6%, -4%, 3%
> CCc1ccc(O)c(C(=O)c2cnc3cc(-c4ccc(C)cc4)nn3c2)c1
    ·, 2%, -3%, -14%, -4%, -9%, ·, ·
> O=C(O)c1ccc2c(c1)C(=O)N(c1ncccn1)C2=O
    10%, -4%, 0%, -8%, -4%, 1%, 0%, 0%
> O=C(Nc1ccc2c(c1)OCCO2)Nc1ccc2c(c1)OCO2
    -9%, -5%, -6%, ?, ?, ?, -11%, -8%
> CN1CC2CCCC3(C1)C(=O)NC1(CCCCC1)N=C23 (stereo unspecified)
    0%, 12%, -1%, -12%, -14%, -12%, -3%, 3%
> Cc1csc(NC(=O)c2sc3nc(-c4cccs4)ccc3c2N)n1
    ?, -19%, -5%, ?, 7.9µM*, 13%, 23%, -8%
> CCCCN(C(=O)/C=C/c1ccco1)c1c(N)n(CC(C)C)c(=O)[nH]c1=O
    4%, 1%, 4%, 0%, -2%, 8%, ·, -1%
> CCCCc1nnc(NC(=O)c2nc3nccc(C)n3n2)s1
    4%, -6%, 1%, -2%, -2%, 4%, -14%, 1%
> O=C(NCc1ccc2c(c1)OCO2)C1CCCN1C(=O)Nc1ccc(F)cc1 (stereo unspecified)
    15%, -12%, -1%, 2%, 3%, 1%, 2%, -4%
> CCN1CCN(C(=O)CN(C)S(=O)(=O)c2cc(C)ccc2OC)CC1
    ?, -4%, -4%, 8%, 0%, 6%, 0%, -7%
> Cc1ccc(-n2c(C)nc3c(cnn3-c3ccc(F)cc3)c2=O)cc1
    5%, 2%, 0%, 2%, -1%, -2%, 8%, -4%
> Cc1ccc(C)c(NC(=O)CCC(=O)N/N=C/c2cc([N+](=O)[O-])ccc2O)c1
    -5%, 0%, -1%, -23%, ?, 3%, -4%, -15%
> Cc1ccc(C)c(OCC(=O)Nc2ccc(S(=O)(=O)N3CCN(C)CC3)cc2)c1
    2%, 5%, -2%, -9%, -2%, -9%, -2%, -3%
> Cc1[nH]c2ccccc2c1/C=N/NC(=O)Cc1cccs1
    1%, 3%, -4%, ?, ?, 18%, 3%, -1%
> CCOC(=O)c1sc2ccc(S(=O)(=O)N3CCCCC3)cc2c1N
    -10%, 2%, -1%, ?, -15%, ?, 7%, -3%
> COc1cc(Cl)c(C)cc1NC(=O)CCc1nc2cccnc2n1-c1ccccc1
    ·, -1%, 0%, -26%, -10%, 4%, ·, ·
> COC(=O)C1=C(C)N(c2ccc(OC)c(OC)c2)C(=O)C1
    1%, 0%, -5%, -4%, -17%, 3%, 3%, 5%
> Nc1ccc(NS(=O)(=O)c2ccccc2)cc1
    -7%, -1%, -1%, -21%, -14%, -10%, ·, -8%
> Cc1cc(C(=O)NNC(=S)NCc2ccco2)n(C)n1
    ?, 4%, -4%, -8%, -18%, -5%, -1%, 4%
> CCOc1cc(OCC)cc(C(=O)NCCCN2CCOCC2)c1
    2%, 2%, 0%, -4%, -9%, -2%, ·, 6%
> Cc1ccc2nc3ccc(N4CCN(C)CC4)nn3c(=O)c2c1
    ?, -1%, 0%, 0%, -9%, 7%, 0%, 1%
> CN1CCN(C(=S)Nc2cccc(S(=O)(=O)N(C)C)c2)CC1
    2%, -5%, 0%, -10%, -4%, ?, ·, 11%
> Fc1ccccc1-n1c(-c2ccc3ccccc3n2)n[nH]c1=S
    17%, -2%, -3%, -4%, -11%, 5%, 1%, 0%
> CC[C@H](C)NC(=O)CCCCCn1c(=S)[nH]c2c([nH]c3ccc(OC)cc32)c1=O
    12%, -2%, 1%, -2%, -1%, -8%, -1%, 1%
> CCOC(=O)Cn1cc(C#N)c2cccc(CC)c21
    -4%, 1%, 0%, -14%, -6%, -1%, 5%, 5%
> O=C(Nc1nnc(S(=O)(=O)N2CCCCCC2)s1)c1ccccc1Cl
    ·, -2%, -5%, ?, ?, -4%, -1%, ·
> O=C1c2ccccc2C(=O)C12OC2c1cccc2ccccc12 (stereo unspecified)
    1µM*, -1%, 6%, -13%, 2.5µM*, 4.5µM*, 14µM*, -13%
> CC(CCO)Nc1nc2c(c(=O)n(C)c(=O)n2C)n1Cc1cccc(Br)c1 (stereo unspecified)
    14%, 0%, -8%, -12%, -9%, 0%, -5%, 7%

# (listing goes on)
# Order of values: ALDH1A1 block, TRb SRC2 PPI, TR SRC2 fluor cs, Tau fluor counter, Tau ThT inhib, Tau FP inhib, L3MBTL1 inh, aGal spleen mod
> CCCCOc1ccc(C(=O)Nc2onc3c2CCCC3)cc1
    ·, 6%, 3%, -23%, ?, -8%, ·, ·
> O=C(NCC12CC3CC(CC(C3)C1)C2)c1cc2nc(-c3ccc(Cl)cc3)cc(C(F)(F)F)n2n1
    ·, 5%, -2%, -4%, -2%, -1%, ·, ·
> O=C(OCC1CCCO1)c1ccc2c(c1)N(Cc1cccc(F)c1)C(=O)c1ccccc1S2(=O)=O (stereo unspecified)
    ·, 7%, 1%, -26%, -3%, -3%, ·, ·
> O=C(O)c1cc(-c2ccc(/C=C3\NC(=O)N(c4ccc(Cl)cc4)C3=O)o2)ccc1Cl
    ?, -1%, -1%, -20%, ?, 4%, 7.9µM*, 3%
> CN(Cc1cn[nH]c1-c1ccc(-c2ccccc2)cc1)CC1CCOCC1
    ·, -1%, -1%, -1%, 3%, 9%, -8%, 2%
> COc1ccc(Nc2ncnc3sc(-c4ccccc4)cc23)c(OC)c1
    ·, 5%, -6%, 14µM*[quencher], ?, ?, 50%[activator], 26%
> Cc1nnc(SCC(=O)Nc2sc3c(c2C(=O)c2ccccc2)CCCC3)s1
    ?, 1%, 0%, -10%, -4%, 5%, -10%, -1%
> Cc1ccc(SC(C)C(=O)N2CCCC2)cc1 (stereo unspecified)
    2%, -2%, -2%, -8%, -11%, 1%, 2%, -7%
> Cc1cccc(C)c1OCC(=O)N/N=C/c1ccc2c(c1)OCO2
    -3%, 5%, 2%, -3%, -6%, 5%, 0%, 7%
> O=C(NCc1ccccn1)C(F)(F)C(F)(F)C(=O)NCc1ccccn1
    -4%, -3%, 0%, 2%, -4%, 0%, -12%, -2%
> CCOc1ccccc1C1C(C(=O)OC)=CN(C)C=C1C(=O)OC
    ?, 5%, -5%, -13%, -5%, -17%, 13%, ?
> O=C(Nc1cccnc1)c1ccc(NS(=O)(=O)c2cc([N+](=O)[O-])ccc2Cl)cc1
    ?, 5%, -2%, -14%, ?, 6%, -25%, 2%
> CC(C)Sc1nc2c([nH]c3ccccc32)c(=O)n1C
    0%, 3%, 1%, -16%, -1%, -3%, ·, 14%
> O=C(C1COc2ccccc2O1)N1CCN(c2ccccc2Cl)CC1 (stereo unspecified)
    -5%, -5%, 0%, -11%, -18%, 10%, 6%, 0%
> Cc1cc(OCC(=O)NC(Cc2c[nH]c3ccccc23)C(=O)O)ccc1Cl (stereo unspecified)
    ·, 3%, -2%, -1%, -8%, 8%, ·, ·
> O=C(NP(=O)(N1CCCC1)N1CCCC1)C1=C(N2CCOCC2)/C(=C/c2cccc([N+](=O)[O-])c2)CC1
    10µM*, -6%, -2%, -3%, -17%, 0%, -25%, -4%
> Cc1cc(NC2CCCCC2)n2c(n1)nc1ccccc12
    ?, 2%, -3%, 1%, -3%, 0%, 11%, 3%
> CC(C)(C)C(=O)c1cnc(Nc2ccccc2Cl)s1
    ?, -11%, -2%, -13%, -8%, 5%, ·, -9%
> O=C(Nc1cccc(Oc2c(F)c(F)c(F)c(F)c2F)c1)N1C[C@@H]2C[C@@H](C1)c1cccc(=O)n1C2
    3%, -2%&6%, -1%&2%, -12%&-15%, -7%&-3%, -2%&-7%, 2%, 8%&6%
> COc1ccsc1C(=O)N1CCN(Cc2ccc3c(c2)OCO3)CC1
    -1%, -6%, -4%, -1%, 2%, 5%, ·, 0%
> CCOC(=O)c1c(-c2ccc(C)o2)csc1NC(=S)NC(=O)N(C)C
    ?, -7%, 0%, ?, ?, -6%, 0%, 9%
> COc1ccc(CNC(=O)COC(=O)c2c(-c3c(F)cccc3Cl)noc2C)cc1OC
    -8%, -12%, 0%, -15%, -1%, -3%, -3%, 1%
> Cc1ccc2[nH]c3c(N4CCN(Cc5ccccc5)CC4)ncnc3c2c1
    ?, -3%, -6%, ?, ?, ?, ·, -1%
> CCCCN(Cc1ccccc1)c1ncnc2nc[nH]c12
    3%, -1%, -1%, -18%, -3%, -8%, 6%, -8%
> COc1ccc(-c2nnc(-c3cccs3)o2)cc1OC
    ?, -5%, 3%, -6%, -17%, -3%, 14%, -2%
> CCCN(Cc1cc2cccc(C)c2[nH]c1=O)S(C)(=O)=O
    12%, 2%, -2%, -4%, -12%, 5%, ·, 10%
> CCOc1ccc(N(CC(=O)Nc2nccs2)S(=O)(=O)c2c(C)[nH]c(=O)[nH]c2=O)cc1
    -11%, -3%, 1%, -4%, -3%, -3%, 11%, -2%
